mIDH1 inhibitor: blocks human mutant IDH1 R132H enzyme; IDH1-R132H enzyme, NADPH consumption, diaphorase/resazurin fluorescence; AID 602179; O75874; Potency, µM (top dose mostly 76.6 µM), for inactives: top-dose activity change, negative = inhibition, hits mostly inhibitors; hit rate 0.093% among 390,000; also: potency is read from the fitted curve at half-maximal effect; % is scaled to controls: 0 for no effect and ±100 for the full control effect; nearly all actives have a fitted effect of over 65% in size
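IDH1-R132H (0.5 ug/mL) preincubated 30 min with compound, then NADPH (0.016 mM) and alpha-KG (2 mM) added; 80 min at RT, pH 7.5. Remaining NADPH coupled via diaphorase/resazurin to fluorescence (540/590 nm); concentration-response curves normalized to no-enzyme control.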
TrxR1 substrate: rat thioredoxin reductase 1 substrate activity. purified TrxR1 substrate turnover, NADPH consumption readout. Potency, µM (doses to about 114 µM), inactives show at the highest dose activity change, negative = substrate turnover. hit rate 0.01% among 390,000. AID 588456. O89049; also: potency is read from the fitted curve at half-maximal effect; % is scaled to controls: 0 for no effect and ±100 for the full control effect; nearly all actives have a fitted effect of over 50% in size
Target sequence (O89049 whole entry, looked up): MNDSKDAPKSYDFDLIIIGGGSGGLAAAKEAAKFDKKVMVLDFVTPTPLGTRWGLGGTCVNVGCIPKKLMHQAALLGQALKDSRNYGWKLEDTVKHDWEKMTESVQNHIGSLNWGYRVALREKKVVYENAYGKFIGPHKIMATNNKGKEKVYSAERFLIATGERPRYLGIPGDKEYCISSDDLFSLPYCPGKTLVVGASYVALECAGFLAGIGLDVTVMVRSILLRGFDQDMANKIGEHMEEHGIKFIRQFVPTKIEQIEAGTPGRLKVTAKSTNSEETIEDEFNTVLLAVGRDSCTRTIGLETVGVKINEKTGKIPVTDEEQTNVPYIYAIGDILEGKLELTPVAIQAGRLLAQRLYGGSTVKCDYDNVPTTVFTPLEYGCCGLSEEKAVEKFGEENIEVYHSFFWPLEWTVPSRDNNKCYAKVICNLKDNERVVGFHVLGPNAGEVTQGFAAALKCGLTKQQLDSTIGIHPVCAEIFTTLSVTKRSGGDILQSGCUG
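Rat TrxR1, dispensed at 90 nM, was prereduced with 400 uM NADPH (final) for 5 min at ~22 deg C, then incubated with compound 15 min before 400 uM selenite. A first-read NADPH fluorescence drop versus no-compound background flagged substrates.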
D2 antagonist: antagonizes the human D2 dopamine receptor; hit rate 2% among 340,000; HEK293 TREx D2 cells, calcium flux, dopamine EC80; inhibition, % at 10 µM; P14416; AID 485344; in the data active = inhibition above about 30%; also: 0% is about no effect
Target sequence (P14416 whole entry, looked up): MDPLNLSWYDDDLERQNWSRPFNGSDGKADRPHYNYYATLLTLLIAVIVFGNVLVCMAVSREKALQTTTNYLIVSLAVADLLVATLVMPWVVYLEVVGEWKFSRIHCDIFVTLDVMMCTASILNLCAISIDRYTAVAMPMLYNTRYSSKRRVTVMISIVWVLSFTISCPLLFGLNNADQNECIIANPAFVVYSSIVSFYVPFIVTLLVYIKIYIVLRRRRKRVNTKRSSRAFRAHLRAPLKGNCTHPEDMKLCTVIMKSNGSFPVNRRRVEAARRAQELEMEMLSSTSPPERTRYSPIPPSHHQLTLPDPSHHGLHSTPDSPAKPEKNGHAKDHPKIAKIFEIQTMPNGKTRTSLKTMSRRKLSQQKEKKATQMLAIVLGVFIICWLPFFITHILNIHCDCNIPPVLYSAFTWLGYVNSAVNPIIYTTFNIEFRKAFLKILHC
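Calcium mobilization kinetics were recorded at 1 s intervals in tetracycline-induced HEK293 T-REx D2 cells, first for 180 s after compound addition and then 180 s after EC80 dopamine.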
D2 ag: agonists of human D2 dopamine receptor. HEK293 T-REx D2 cells, calcium flux agonist mode. activation, % at 2 µM. AID 485358. hit rate 0.53% among 340,000;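 active = activation over 3 SD above normal in the single-dose calcium agonist read, cut at about 30% in these data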; also: 0% is about no effect
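Tetracycline-induced HEK293 T-REx cells with force-coupled D2 receptor, plated overnight at 30 C, loaded with no-wash calcium dye. After a 10 s baseline, compound was pin-added and calcium flux read kinetically for 180 s; calcium rises flagged agonists.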
USP1-UAF1 inh: inhibitors of human USP1/UAF1 deubiquitinase; O94782; recombinant USP1/UAF1, Ub-Rhodamine cleavage fluorescence; Potency, µM (highest dose often 57.1 µM), without a hit: at the highest dose activity change, negative = inhibition, hits mostly inhibitors; hit rate 0.23% among 390,000; AID 743255; also: potency is read from the fitted curve at half-maximal effect; % is scaled to controls: 0 for no effect and ±100 for the full control effect; nearly all actives have a fitted effect of over 60% in size; inactives centre near -12
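In this screen, compounds sit with the deubiquitinase complex (1nM) for 15 min at room temperature before Ub-Rho is added at 150nM final. Fluorescence rise is then followed for 6 reads every 60 seconds.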
TRHR agonist: TRH receptor (human) agonism | AID 493084 | P34981 | activation, % at 2 µM | TRHR cells, calcium flux fluo-8, FDSS agonist mode | hit rate 0.18% among 360,000; in the data active = activation above about 30%; also: 0% is about no effect
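TRHR-expressing cells loaded with fluo-8 calcium dye; 23 nL library compound pin-transferred, kinetic FDSS fluorescence (Ex 480/Em 530) recorded about 180 s for agonist-induced calcium release, before a 10 nM TRH EC20 addition for potentiator mode.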
TRHR enhancer: TRH receptor (human) allosteric enhancement | P34981 | TRHR cells, fluo-8 calcium fluorescence, EC20 TRH enhancement | enhancement, % at 2 µM | hit rate 0.66% among 360,000 | AID 493056; in the data active = enhancement above about 30%; also: 0% is about no effect
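TRHR-expressing cells loaded with fluo-8 calcium dye were read kinetically (ex 480/em 530) during compound addition, then stimulated with an EC20 of TRH (10 nM final). Enhancement of the Gq-mediated intracellular calcium response was scored.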
rTrxR1 inhibitor: blocks rat thioredoxin reductase 1. O89049. AID 588453. hit rate 1% among 390,000. recombinant rTrxR1, NADPH fluorescence consumption, selenite substrate. Potency, µM (doses to about 114 µM), for the others: at the highest dose activity change, negative = inhibition, usual class: inhibitors; also: potency is read from the fitted curve at half-maximal effect; % is scaled to controls: 0 for no effect and ±100 for the full control effect; nearly all actives have a fitted effect of over 65% in size
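Rat TrxR1 (90 nM in the dispensed reagent) was pre-reduced with 400 uM NADPH for 5 min at room temperature, then incubated with compound for 15 min. After 400 uM selenite was added, NADPH fluorescence (Ex 340/Em 450 nm) was followed for 8 min.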
PI4K2A inh: blocks human PI4K2A kinase activity. purified PI4K2A, ADP-Glo luminescence, 1 h; hits give low values. activity change, negative = inhibition, % at 76.9 µM. hit rate 0.13% among 420,000. AID 1346378; in the data active = activity change below about -50%; inconclusive = mostly about -30% to -49%;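 also: -100% = wells without enzyme as full effect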
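Compounds are screened against recombinant PI4K2A using PI as substrate and ATP, the latter dispensed at 300 microM. Reactions run one hour at ambient temperature before ADP-Glo detection; full inhibition defined by wells lacking enzyme.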
* = called active by the depositor; ? = inconclusive; . = not tested or not shown; & = joins results of further samples; [ ] = dose if it differs, or a comment. Unless noted, calls follow the shape of the dose curve; as a rule, active = well fitted inhibition curve with a large enough effect; inconclusive = small, poorly fitted or top-dose-only effect; inactive = no such curve, though single readings can be large or run the other way. Outcome played no part in choosing rows; overall some 3.9% were active at least once.

SMILES | mIDH1 inhibitor | TrxR1 substrate | D2 antagonist | D2 ag | USP1-UAF1 inh | TRHR agonist | TRHR enhancer | rTrxR1 inhibitor | PI4K2A inh
CCc1ccccc1NC(=O)N1CCN(c2nnc(C)c3c(C)n(-c4ccccc4)nc23)CC1 | . | -5%[57.1 µM] | . | 0.5 | -25% | -0.5 | -8 | 9%[57.1 µM] | 1
CC(C)C[C@H](NC(=O)N1CC(=O)Nc2ccccc21)C(=O)N[C@H](Cc1c[nH]c2ccccc12)C(=O)O | -4% | -4% | -15 | 0.4 | 15% | 0.3 | 2 | 6% | -5
CC(=O)N1CCc2c(sc3c2c(=O)n(-c2ccccc2C)c(=O)n3CC(=O)Nc2ccccc2)C1 | -13% | -3% | . | -0.5 | -6% | 0.4 | 48* | 3% | 4
CCC(C)NC(=O)C1CCN(S(=O)(=O)c2cccc3nonc23)CC1 (stereo not given) | -3% | 2%[57.1 µM] | . | . | -9% | 0.2 | 31* | 0%[57.1 µM] | -1
Cc1ccccc1NC(=O)c1c(C)[nH]c(=S)c(C#N)c1-c1ccco1 | 9% | -7% | -8 | 1.1 | -8% | 0.9 | -2 | ? | -8
Fc1cccc(Cl)c1/C=N/Nc1c(Cl)cncc1Cl | 4% | -1% | 2 | -0.7 | -4% | -2.0 | -3 | -4% | 2
O=S(=O)(Cc1ccccc1)NCC1CCCN(Cc2ccc3nonc3c2)C1 (stereo not given) | -7% | 6%[57.1 µM] | -15 | -0.7 | -24% | 1.3 | -7 | 6% | 2
Cc1nc2ccccn2c(=O)c1NC(=O)c1cccc2ccccc12 | 2% | 5% | 10 | 0.6 | -19% | -0.1 | -1 | 14% | -1
CCCOC(=O)c1ccc(Oc2coc3c(CN(CC)CC)c(O)ccc3c2=O)cc1 | 1% | 64%[activator][57.1 µM] | . | . | -11% | -0.1 | 7 | 16%[57.1 µM] | -5
CC(=O)c1cccc(S(=O)(=O)N2CCN(CCOc3ccccc3)CC2)c1 | -12% | 1% | 1 | 49* | -12% | -0.1 | -8 | 28% | -3
CN(C)c1ccc(C(CNC(=O)c2cccs2)N(C)C)cc1 (stereo not given) | 3% | -1% | 8 | -0.1 | -3% | -0.2 | -4 | -3% | -3
CC(C)=CCC12Oc3cc(O)ccc3C1(O)Oc1cc3c(c(O)c1C2=O)C=CC(C)(C)O3 (stereo not given) | ? | -12% | . | . | -11% | . | . | -5% | -3
Cc1cc(=O)n2[nH]c(CCC(=O)O)nc2n1 | 27% | 1% | 7 | 0.1 | -13% | 0.8 | -4 | 16% | 4
CCCC1(C(=O)OCC)NC(c2ccc(OC)cc2OC)C2C(=O)N(c3ccccc3)C(=O)C21 (stereo not given) | 1% | 8%[57.1 µM] | . | . | -5% | 1.9 | 2 | 12% | -1
O=C(Nc1ccc2nc3n(c(=O)c2c1)CCCCC3)c1cc([N+](=O)[O-])ccc1F | 5% | -4% | -11 | -1.3 | -26% | -1.3 | 2 | -9% | 1
COc1ccc(OC)c(NC(=O)c2cc(S(=O)(=O)N3CCCC3)cn2C)c1 | -11% | 1%[57.1 µM] | 11 | -0.3 | -9% | 0.3 | 5 | 6%[57.1 µM] | -2
CCOc1ccccc1CNC(=O)c1cc2c(=O)n(Cc3cccnc3)ccc2nc1C | -20% | 9%[57.1 µM] | . | -0.3 | 4% | -0.3 | -2 | 5%[57.1 µM] | 0
Cc1cccc(C(C)C)c1NC(=O)COC(=O)CN1C(=O)C2CC=CCC2C1=O (stereo not given) | 2% | -7% | -3 | 0.7 | -15% | -0.4 | -6 | -2% | 3
CCCCn1c(-c2ccc(C(C)(C)C)cc2)nc2cc3[nH]c(=O)c(C(C)C)nc3cc21 | 1% | 19% | 20 | -0.1 | -5% | 0.0 | -3 | 12% | -4
COc1ccccc1Oc1nc([N+](=O)[O-])nn1CC(N)=O | -4% | -4%[57.1 µM] | . | . | -15% | 2.5 | 0 | 16%[57.1 µM] | 1
CCOC(=O)N1CCN(CC(=O)Nc2ccc(F)c(F)c2F)CC1 | 2% | 8%[57.1 µM] | 6 | 0.0 | -13% | 0.2 | 12 | 16%[57.1 µM] | 4
O=C(O)c1cnn(-c2ccccc2)c1-n1cccc1 | 3% | 9%[57.1 µM] | 7 | 0.1 | -20% | 0.9 | -10 | 18%[57.1 µM] | 6
CNC(=O)C(=O)Nc1ccc2c(c1)N(S(=O)(=O)c1cccs1)CCC2 | 12% | 1% | -2 | 0.0 | -23% | -0.3 | -3 | 11% | -3
CN(C)c1ccc(/C=N/N=C2/SC(CC(=O)O)C(=O)N2c2ccc(O)cc2)cc1 (stereo not given) | -8% | 65% | -2 | 0.8 | -21% | 0.6 | -1 | 15%[57.1 µM] | -1
CCc1nnc(NC(=O)C2CCCO2)s1 (stereo not given) | -14% | 5%[57.1 µM] | -2 | 0.5 | 3% | 0.0 | 0 | 13% | 13
CCC(C)(C)NC(=O)C(c1cccnc1)N(C(=O)c1csnn1)c1ccccc1 (stereo not given) | 4% | 3% | 5 | 0.2 | 3% | -1.2 | -5 | 10% | 5
COc1cc(/C=N/NC(=O)c2nnn(-c3nonc3N)c2C(C)C)ccc1OCc1ccc(F)cc1 | -4% | 3% | 5 | -0.2 | -10% | 0.6 | 2 | 5% | -7
COc1ccc(/C=C2/SC(=S)N(CCC(=O)O)C2=O)cc1 | -4% | -2% | -11 | -1.3 | -8% | -0.4 | 3 | -6% | 4
O=C(CSc1nnc(-c2ccccc2F)n1C1CC1)NCc1ccco1 | 6% | -2% | 0 | 0.0 | -4% | -0.1 | -4 | -11% | 1
CCOc1ccc(CC(=O)Nc2ccc(S(=O)(=O)Nc3cc(C)on3)cc2)cc1OCC | -3% | 7% | 10 | -0.8 | -20% | -0.1 | 7 | 11% | -6
CCOc1cc(N2CCOCC2)c(OCC)cc1NC(=O)c1cc(C)cc(C)c1 | 1% | 0%[57.1 µM] | 1 | 0.0 | -11% | -1.2 | -2 | 1%[57.1 µM] | -4
COc1ccc(S(=O)(=O)N2CCOCC2)cc1C(=O)NCC(c1ccccc1)c1ccccc1 | 1% | -13% | . | . | -18% | . | . | -6% | 5
Cc1ccc(-c2nn(-c3ccccc3)cc2C(=O)O)o1 | . | . | 9 | 3.0 | . | 4.4 | -2 | . | .
Cn1c(N)c(C(=O)COC(=O)COc2ccc3ccccc3c2)c(=O)n(C)c1=O | -2% | 0%[57.1 µM] | -23 | -0.4 | ? | 0.0 | 3 | 6%[57.1 µM] | 2
CC(/C=C\C=C\c1ccccc1)=N\NC(=O)c1cncc(Br)c1 | -1% | 8%[57.1 µM] | 3 | -0.8 | -13% | 0.8 | 6 | ? | -12
O=C(O)C1(Nc2ccc(Br)cc2)CCCC1 | 2% | 2%[11.4 µM] | . | . | -4% | . | . | ? | -9
N/C(=N\N=C\c1cccc([N+](=O)[O-])c1)c1nonc1N | 4% | 2% | -2 | -1.2 | -8% | -0.6 | 0 | 18% | 5
Cc1ccc2c(c1)N(CC(=O)NCCCN1CCCC1)C(=O)CO2 | -4% | 2%[57.1 µM] | -11 | -0.6 | -21% | -2.1 | 13 | 0%[57.1 µM] | 0
COc1ccccc1NC(=O)CSc1nnc(C)n1CC1CCCO1 (stereo not given) | -6% | 6% | -14 | 0.0 | -1% | -0.8 | 8 | 9% | -8
CCOc1ccc(-c2nnc(SCC(=O)NCc3ccccc3)nc2-c2ccc(OCC)c(OC)c2)cc1OC | 6% | -2%[57.1 µM] | . | -0.5 | -6% | 0.2 | -3 | 8%[57.1 µM] | -1

Some of these compounds in order of length of the SMILES, rising:
SMILES | mIDH1 inhibitor | TrxR1 substrate | D2 antagonist | D2 ag | USP1-UAF1 inh | TRHR agonist | TRHR enhancer | rTrxR1 inhibitor | PI4K2A inh
COc1ccccc1NC(=O)CSc1nnc(C)n1CC1CCCO1 (stereo not given) | -6% | 6% | -14 | 0.0 | -1% | -0.8 | 8 | 9% | -8
Cc1ccc2c(c1)N(CC(=O)NCCCN1CCCC1)C(=O)CO2 | -4% | 2%[57.1 µM] | -11 | -0.6 | -21% | -2.1 | 13 | 0%[57.1 µM] | 0
CCOc1cc(N2CCOCC2)c(OCC)cc1NC(=O)c1cc(C)cc(C)c1 | 1% | 0%[57.1 µM] | 1 | 0.0 | -11% | -1.2 | -2 | 1%[57.1 µM] | -4

More compounds follow:
SMILES | mIDH1 inhibitor | TrxR1 substrate | D2 antagonist | D2 ag | USP1-UAF1 inh | TRHR agonist | TRHR enhancer | rTrxR1 inhibitor | PI4K2A inh
COc1ccc(-n2ccnc2SCC(=O)Nc2ccc3c(c2)OCO3)cc1 | -9% | 3%[57.1 µM] | . | . | -13% | -0.4 | -4 | 13%[57.1 µM] | -7
Cc1ccc(SCCC(=O)NCc2ccco2)cc1 | 0% | 8%[57.1 µM] | -33 | -0.4 | 2% | -0.5 | -3 | 14%[57.1 µM] | -9
CCn1c(=O)[nH]c2cc(Cl)c(Cl)cc21 | -6% | -3%[57.1 µM] | -6 | 0.0 | -24% | -0.7 | 5 | -9%[57.1 µM] | 1&2
CCOc1ccccc1NC(=O)c1nc(S(=O)(=O)Cc2cccc(C)c2)ncc1Cl | -15%&-2% | -9%&-6% | 5 | 0.3&7.6 | -3%&2% | 0.7&2.3 | -7&-14 | 7.1µM* | 3&4
O=C(NCCc1ccc(Cl)cc1)C1CCN(c2ncnc3c2nc2n3CCCCC2)CC1 | 14% | 0% | . | . | -23% | -0.9 | 8 | 8% | -4
CCCNC(=O)C(Cc1ccccc1)NC(=O)c1ccc(C(C)(C)C)cc1 (stereo not given) | -8% | 4%[57.1 µM] | 3 | -1.3 | -21% | -0.1 | 2 | 16%[57.1 µM] | -1
COc1ccc(NC(=O)c2ccc(NC(=O)C3COc4ccccc4O3)cc2)c(OC)c1 (stereo not given) | -1% | 0% | . | . | -13% | . | . | 8% | 0
O=C(c1ccc(CS(=O)c2cccc(Cl)c2)o1)N1CCCCCC1 (stereo not given) | 0% | -2% | 11 | 0.8 | -18% | 1.8 | -1 | -6% | 1
